Luciferase inh: Firefly luciferase inhibition profiling of diverse chemical library using quantitative high-throughput screening; purified P. pyralis luciferase, luminescence, biochemical; Potency, µM (top dose mostly 115 µM), without a hit: top-dose activity change, negative = inhibition, usual class: inhibitors; hit rate 2.5% among 76,000; further: potency means the concentration at half of the fitted maximal effect; nearly all actives have a fitted effect of over 65% in size
Target sequence (P08659 whole entry, looked up): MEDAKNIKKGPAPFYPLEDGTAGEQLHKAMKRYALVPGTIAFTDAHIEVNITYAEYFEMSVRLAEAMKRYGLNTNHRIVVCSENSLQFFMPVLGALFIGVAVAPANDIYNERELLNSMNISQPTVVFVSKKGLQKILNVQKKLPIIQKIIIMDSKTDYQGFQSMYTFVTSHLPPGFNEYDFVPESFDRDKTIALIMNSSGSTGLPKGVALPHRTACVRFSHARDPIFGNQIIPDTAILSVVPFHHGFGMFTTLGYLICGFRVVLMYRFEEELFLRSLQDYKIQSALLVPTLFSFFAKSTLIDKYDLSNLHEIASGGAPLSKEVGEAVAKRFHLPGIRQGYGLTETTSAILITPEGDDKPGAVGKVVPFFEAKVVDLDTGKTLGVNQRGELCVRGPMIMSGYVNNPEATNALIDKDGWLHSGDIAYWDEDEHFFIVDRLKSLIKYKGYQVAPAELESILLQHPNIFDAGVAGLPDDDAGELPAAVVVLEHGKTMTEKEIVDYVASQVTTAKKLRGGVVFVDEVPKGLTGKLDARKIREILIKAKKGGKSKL
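Biochemical qHTS: compound (6-point titration) added to 10uM D-luciferin plus 10uM ATP in Tris acetate pH 7.5 buffer with Mg, Tween-20 and BSA, then purified enzyme at 10nM; light output imaged.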
HEK293 tox: Cytotoxic Profiling in HEK 293 Cell Line of Diverse Libraries Using Quantitative High-Throughput Screening. Potency, µM (doses to about 115 µM), for inactives: at the highest dose activity change, negative = cytotoxicity, hits mostly inhibitors. HEK 293 viability, ATP luminescence (CellTiter-Glo), 48-72 h. AID 1345083, 2018. hit rate 6.6% among 94,000; further: potency means the concentration at half of the fitted maximal effect; nearly all actives have a fitted effect of over 60% in size
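Read-out: CellTiter-Glo ATP luminescence. Cells: HEK 293, 250 cells/well. Exposure: 48 or 72 hr, 37 degree Celsius.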
SNCA expr inh: Primary qHTS assay for inhibitors of alpha-synuclein gene (SNCA) expression; HEK-293 SNCA-luciferase knock-in, luminescence, 24 h; Potency, µM (doses to about 57.2 µM), for the others: top-dose activity change, negative = inhibition, usual class: inhibitors; hit rate 0.17% among 140,000;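 further: potency means the concentration at half of the fitted maximal effect; plate controls were DMSO cells for no effect and cell-free wells for full effect; nearly all actives have a fitted effect of over 45% in size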
IP6K1 inh: Primary qHTS assay for small molecule inhibitors of Inositol hexaphosphate kinase 1 (IP6K1); activity change, % (series mostly up to about 58 µM); hit rate 0.81% among 140,000; AID 1645851, 2021; Inositol hexakisphosphate kinase 1 (Homo sapiens), Q92551; IP6K1 kinase, ADP-Glo luminescence, 2 h; stronger effect = lower value; in the data active means activity change below about -25%
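ADP-Glo luminescence measures ADP made by human IP6K1 during a 2 h RT reaction with ATP/IP6 (mix at 1.3 mM/130 uM); top library doses 57.5 and 19.1 uM final.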
NIH3T3 tox: Cytotoxic Profiling in NIH 3T3 Cell Line of Diverse Libraries Using Quantitative High-Throughput Screening | NIH 3T3 viability, CellTiter-Glo ATP luminescence, 48-72 h | Potency, µM (highest dose often 96.7 µM), inactives show at the top dose activity change, negative = cytotoxicity, usual class: inhibitors | hit rate 4.3% among 94,000 | AID 1345082, 2018; further: potency means the concentration at half of the fitted maximal effect; nearly all actives have a fitted effect of over 55% in size
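Cytotoxicity is measured as loss of cellular ATP: NIH 3T3 cells (400/well) are exposed to compound for 48 or 72 hr at 37 °C, then CellTiter-Glo luminescence is imaged after 10 min at room temperature.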
SNCA viab count: GF-AFC viability counterscreen for inhibitors of alpha-synuclein gene (SNCA) expression; HEK-293-SNCA-luc viability, GF-AFC fluorescence, 24 h; Potency, µM (titrated, usually from 57.1 µM), without a hit: at the highest dose activity change, negative = cytotoxicity, hits mostly cytotoxic; hit rate 0.12% among 150,000; AID 1671193, 2021;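 further: potency means the concentration at half of the fitted maximal effect; 0% = DMSO-treated cells and -100% = medium-only wells without cells; nearly all actives have a fitted effect of over 30% in size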
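Cytotoxicity counterscreen: after 24 h compound treatment of genome-edited SNCA-luciferase HEK-293 cells, live-cell protease substrate GF-AFC read by fluorescence after 30 min; activity scaled between DMSO (0%) and medium-only (-100%), curves Hill-fitted.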
GPT2 inh: Primary qHTS assay for inhibitors of Glutamate pyruvate transaminase 2 (GPT2); Potency, µM (top dose mostly 57.7 µM), for the others: top-dose activity change, negative = inhibition, usual class: inhibitors; Recombinant GPT2, coupled pyruvate oxidase/HRP Amplex Red fluorescence; AID 1671188, 2021; Alanine aminotransferase 2 (Homo sapiens), Q8TD30; hit rate 0.25% among 100,000; further: potency means the concentration at half of the fitted maximal effect; nearly all actives have a fitted effect of over 60% in size; many of its hits are not listed in these tables
Target sequence (Q8TD30 whole entry, looked up): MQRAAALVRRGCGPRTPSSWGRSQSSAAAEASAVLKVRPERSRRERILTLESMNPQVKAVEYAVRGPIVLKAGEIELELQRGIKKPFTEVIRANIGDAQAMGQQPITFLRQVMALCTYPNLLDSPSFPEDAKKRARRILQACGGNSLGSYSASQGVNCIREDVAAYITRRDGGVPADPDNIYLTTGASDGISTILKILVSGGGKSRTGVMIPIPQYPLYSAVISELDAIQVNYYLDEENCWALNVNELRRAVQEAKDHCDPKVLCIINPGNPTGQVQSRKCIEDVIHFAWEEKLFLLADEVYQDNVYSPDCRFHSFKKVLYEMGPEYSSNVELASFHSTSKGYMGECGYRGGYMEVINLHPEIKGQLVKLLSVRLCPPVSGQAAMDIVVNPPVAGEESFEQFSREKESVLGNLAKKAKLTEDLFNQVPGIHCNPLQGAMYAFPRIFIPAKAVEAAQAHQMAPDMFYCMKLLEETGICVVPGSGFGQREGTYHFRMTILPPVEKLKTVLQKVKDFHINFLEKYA
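Recombinant GPT2 (10ng/uL) with 250uM a-KG and 2mM L-alanine, 30 min at room temperature, in HEPES pH 7.5 buffer. Pyruvate detected by pyruvate oxidase/HRP/Amplex Red fluorescence after 30 min in the dark; AOA (50uM) as positive control.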
The depositor's hits bear a star; i = inactive; ? = inconclusive; . = no result given; [ ] = another dose, or the depositor's remark. Unless noted, the call rests on the fitted dose curve; in most records, active means well fitted curve in the direction sought with a large enough effect; inconclusive means small, poorly fitted or top-dose-only effect, or another doubt; inactive means no such curve, though single readings can be large; an effect the other way counts as inactive or inconclusive. Unless noted, on the % scale 0 is the no-effect control and ±100 the full control effect. Not all compounds are listed; the hit share may differ from the screen's.

Sample of the layout, 3 compounds:
SMILES	Luciferase inh	HEK293 tox	SNCA expr inh	IP6K1 inh	NIH3T3 tox	SNCA viab count	GPT2 inh
CC[C@@H]1/C=C/C=C/C[C@H](C)C(O)[C@](C)(O)C(=O)[C@H](C)C(O)[C@H](C)C(=O)[C@H](C)[C@@H](O)[C@H](C)/C=C/C(=O)O[C@H]2[C@@H](C)[C@@H](CC1)O[C@]1(O[C@H](C[C@H](C)O)[C@H](C)CC1=O)[C@@H]2C (stereo partly specified)	.	.	.	-1	.	?	i
O=C1NCc2ccccc2CC12CCCCN2Cc1cccnc1 (stereo unspecified)	.	-8%	8%	-10	-5%	-12%	-2%
COc1cc2c(cc1Oc1cccc(N(C)C)c1)NC(=O)C21CCN(c2ncccn2)CC1	1%	?	-11%	-9	?	-16%	-6%

The whole of this part, from the start:
SMILES	Luciferase inh	HEK293 tox	SNCA expr inh	IP6K1 inh	NIH3T3 tox	SNCA viab count	GPT2 inh
CC[C@@H]1/C=C/C=C/C[C@H](C)C(O)[C@](C)(O)C(=O)[C@H](C)C(O)[C@H](C)C(=O)[C@H](C)[C@@H](O)[C@H](C)/C=C/C(=O)O[C@H]2[C@@H](C)[C@@H](CC1)O[C@]1(O[C@H](C[C@H](C)O)[C@H](C)CC1=O)[C@@H]2C (stereo partly specified)	.	.	.	-1	.	?	i
O=C1NCc2ccccc2CC12CCCCN2Cc1cccnc1 (stereo unspecified)	.	-8%	8%	-10	-5%	-12%	-2%
COc1cc2c(cc1Oc1cccc(N(C)C)c1)NC(=O)C21CCN(c2ncccn2)CC1	1%	?	-11%	-9	?	-16%	-6%
Cn1nc(-c2cccs2)cc1[C@H]1CN2CC[C@H]1C[C@@H]2COC(=O)Nc1ccccc1	-12%[172 µM]	45µM*	?	-4	35µM*	?	i
CSc1cccc(NC(=O)NC[C@H]2C[C@@H]3CCN2C[C@@H]3CN2CCN(c3ncccn3)CC2)c1	11%	?	8%	9	?	1%	3%
COc1ccc(CC(=O)N2CCN(CCn3nc4n(c3=O)CCCC4)CC2)cc1	.	-1%	.	-6	-13%	.	.
Cc1cccc(Cc2cnc[nH]2)c1C	.	.	-28%[25.6 µM]	6	.	4%[23.9 µM]	-18%
CC(C)NCC(O)c1ccc(N)c(C#N)c1 (stereo unspecified)	.	.	-30%[25.6 µM]	-8	.	-17%[23.9 µM]	i
O=C1Nc2ccccc2CC12CN(Cc1ccncc1)C2	.	-23%[172 µM]	0%[87.6 µM]	-1	-15%[138 µM]	6%[87.6 µM]	i
COC1CC(=C(c2cccs2)c2cccs2)C[N+](C)(C)C1 (stereo unspecified)	.	.	15%[25.6 µM]	8	.	18%[23.9 µM]	i
COc1cccc([C@H]2CN(C(=O)OCC(C)C)[C@@H]3C4CCN(CC4)[C@H]23)c1	3%	?	0%	-7	-26%	-2%	i[11.5 µM]
CCCC(C)C1(CC)C(=O)N=C(S)NC1=O (stereo unspecified)	.	.	9%[25.6 µM]	9	.	-7%[23.9 µM]	2%
O=C(Cc1ccccc1)N1Cc2ccccc2CC2(CCCN2Cc2ccncc2)C1 (stereo unspecified)	.	?	3%	-9	-18%	-17%	-2%
COc1ccc(CC2NCCc3cc(OC)c(OC)cc32)cc1OC (stereo unspecified)	.	.	34%	.	.	1%	-22%
CCOC(=O)[C@H]1CN(C(=O)c2ccc(Cl)cc2)[C@]2(C)C(=O)N(C)c3ccccc3[C@H]12	.	?	-5%[25.6 µM]	10	-29%[46.1 µM]	-4%[23.9 µM]	-9%[27.3 µM]
O=C1CO[C@H]2CN(Cc3ccco3)C[C@H]2N1Cc1ccccn1	-6%[172 µM]	-18%[172 µM]	26%[87.6 µM]	11	-23%[174 µM]	-2%[87.6 µM]	-48%[88.5 µM]
CC(=O)c1ccc(NC(=O)NC[C@H]2C[C@@H]3CCN2C[C@@H]3CN2CCN(c3ncccn3)CC2)cc1	2%	-13%	3%	10	?	-1%	-8%
c1ccc2c(CC3CN4CCCC4CN3)c[nH]c2c1 (stereo unspecified)	.	-4%[172 µM]	-10%[87.6 µM]	-8	-12%[138 µM]	-1%[87.6 µM]	i
COc1cc2c(cc1Oc1ccccc1)NC(=O)C21CCN(Cc2ccccn2)CC1	3%[172 µM]	56µM*	?	7	?	?	?
O=C(NC1CCCCC1)[C@H]1CN2CCC1C[C@@H]2Cn1cc(CO)nn1 (stereo partly specified)	0%[172 µM]	-14%[172 µM]	-7%[87.6 µM]	9	-2%[174 µM]	-10%[87.6 µM]	-11%[88.5 µM]
COc1ccc(NC(=O)N2[C@H]3CC[C@@H]2c2cnc(-c4ccc(F)cc4)nc2C3)cc1OC	-2%	?	-2%	25	?	-19%	i
COCC1(CNC2CCN(C)CC2)C[C@@H](O)[C@@H](O)C1 (stereo partly specified)	-7%[230 µM]	i	8%[87.6 µM]	9	4%[174 µM]	1%[87.6 µM]	-13%[88.5 µM]
CC(C)CN1CCN(c2ccc(Cl)nn2)C(=O)C1	-3%[172 µM]	i	5%[87.6 µM]	-14	-5%[138 µM]	5%[87.6 µM]	i
CO/C=C(/C(=O)OC)c1ccccc1Oc1cc(Oc2ccccc2C#N)ncn1	.	.	-11%	26	.	1%	3%[88.5 µM]
CC(=O)NCCNC(=O)[C@H]1CN2CCC1C[C@@H]2Cn1cc(C(C)(C)C)nn1 (stereo partly specified)	3%[172 µM]	0%[172 µM]	7%[87.6 µM]	15	0%[174 µM]	-3%[87.6 µM]	-5%[88.5 µM]
CC[C@H]1CN2CC[C@H]1C[C@@H]2CNS(=O)(=O)c1ccccc1	2%[172 µM]	-7%[172 µM]	-21%[87.6 µM]	3	-18%[174 µM]	2%[87.6 µM]	-10%[88.5 µM]
COc1cncc(-c2cc3c(cc2OC)C2(CCN(C(C)=O)CC2)C(=O)N3)c1	-16%[172 µM]	-15%[172 µM]	19%[87.6 µM]	-19	32µM*	9%[87.6 µM]	3%[88.5 µM]
COC1C(O)C(C)OC(OC2C(CO)O[C@@H](O[C@@H]3CC4CCC5C(CC[C@]6(C)[C@@H](C7=CC(=O)OC7)CC[C@]56O)[C@@]4(C)[C@H](O)C3)C(O)C2O)C1O (stereo partly specified)	.	.	.	-8	.	?	-13%[17.1 µM]
O=C(NCc1cccnc1)[C@H]1CN2CC[C@H]1C[C@@H]2Cn1cc(-c2ccccc2)nn1	-1%[172 µM]	i	-13%[87.6 µM]	6	-3%[174 µM]	5%[87.6 µM]	5%[88.5 µM]
O=C1Nc2ccccc2CC12CCN(Cc1ccccn1)C2 (stereo unspecified)	-3%[172 µM]	-29%[172 µM]	7%[87.6 µM]	8	-9%[138 µM]	-2%[87.6 µM]	2%[88.5 µM]

One compound at a time, from the list above:
CO/C=C(/C(=O)OC)c1ccccc1Oc1cc(Oc2ccccc2C#N)ncn1 is listed as Luciferase inh: .; HEK293 tox: .; SNCA expr inh: -11%; IP6K1 inh: 26; NIH3T3 tox: .; SNCA viab count: 1%; GPT2 inh: 3%[88.5 µM]
O=C(NC1CCCCC1)[C@H]1CN2CCC1C[C@@H]2Cn1cc(CO)nn1 (stereo partly specified) is listed as Luciferase inh: 0%[172 µM]; HEK293 tox: -14%[172 µM]; SNCA expr inh: -7%[87.6 µM]; IP6K1 inh: 9; NIH3T3 tox: -2%[174 µM]; SNCA viab count: -10%[87.6 µM]; GPT2 inh: -11%[88.5 µM]

(cont.)
SMILES	Luciferase inh	HEK293 tox	SNCA expr inh	IP6K1 inh	NIH3T3 tox	SNCA viab count	GPT2 inh
Cn1c(=O)n(C)c2cc(CNCCc3ccccc3F)ccc21	.	.	9%	19	.	-17%	.
CC(=O)O[C@H]1C[C@@H](OC(C)=O)C(C)(C)C2C[C@@H](O)[C@]3(C)C(CC[C@@]4(C)[C@H](C5=CC(=O)OC5O)C[C@H]5O[C@]543)[C@]21C (stereo partly specified)	.	.	.	2	.	21%[23.9 µM]	-11%[27.3 µM]
CC12CCC3C(C1)c1c(cc(O)c(C(=O)c4ccccc4)c1OC3(C)C)O2 (stereo unspecified)	.	.	.	0	.	4%	-13%[27.3 µM]
CCC(OC(C)=O)C(CC(C)NC)(c1ccccc1)c1ccccc1 (stereo unspecified)	.	.	-4%	-17	.	31%	-1%[88.5 µM]
Cn1nc(C2CCCC2)cc1[C@H]1CN2CC[C@H]1C[C@@H]2CNC(=O)Nc1ccccc1	-15%[172 µM]	100µM*	14%[87.6 µM]	-3	?	-6%[87.6 µM]	-4%[88.5 µM]
CCOC(=O)[C@H]1CN(C(=O)c2ccc3c(c2)OCO3)[C@]2(C)C(=O)N(CC3CC3)c3ccccc3[C@H]12	.	?	-18%[25.6 µM]	1	?	-6%[23.9 µM]	i
CC(C)(C)OC(=O)c1ncn2c1[C@@H]1CCCN1C(=O)c1c(Br)cccc1-2	.	.	-55%[25.6 µM]	11	.	-9%[23.9 µM]	i
N#Cc1ccc(N2CCN(C(=O)COc3ccc4[nH]cc(CCN)c4c3)CC2)cc1	.	.	.	18	.	-16%	i
Nc1ccccc1C(=O)O	.	.	8%[25.6 µM]	21	.	-2%[23.9 µM]	-1%
Sc1ccccc1Cl	.	.	-1%[25.6 µM]	22	.	4%[23.9 µM]	i
Cc1ccccc1-c1nc(CN2C(=O)CN=C(c3ccccc3)c3ccccc32)c(C)o1	.	.	?	13	.	-13%	.
COCc1cn(C[C@H]2CC3CCN2C[C@@H]3C(=O)NCc2ccc3c(c2)OCO3)nn1 (stereo partly specified)	-8%[172 µM]	-19%[172 µM]	-11%[87.6 µM]	9	-10%[174 µM]	4%[87.6 µM]	i
CC(C)CCN1CCC(N2CCN(C(=O)Cc3ccccc3F)CC2)C1=O (stereo unspecified)	1%	-5%	?	4	-13%	1%	0%
COc1ccc(-c2cc([C@H]3CN4CC[C@H]3C[C@@H]4CNC(=O)C(C)(C)C)n(C)n2)cc1OC	1%	i	4%	-3	-1%	0%	5%
CO[C@@H]1[C@@H](O)[C@@H](O[C@H]2CC[C@]3(C=O)C4CC[C@]5(C)[C@@H](C6=CC(=O)OC6)CC[C@]5(O)[C@@H]4CC[C@H]3C2)O[C@@H](C)[C@H]1O[C@@H]1O[C@H](CO[C@@H]2O[C@H](CO)[C@@H](O)[C@H](O)[C@H]2O)[C@@H](O)[C@H](O)[C@H]1O (stereo partly specified)	.	.	.	-2	.	-24%[12.5 µM]	i

Compound activity from PubChem.
